Myeloid diff MLP = induction of myeloid progenitor differentiation, primary screen, cell-based, flow cytometry, MLPCN library. 360,000 tested, 1% active. ER-HoxA9 myeloid progenitors, lysozyme-GFP differentiation. calls only at 10 µM;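 active = normalized GFP-positive differentiation at or above the plate's own cutoff, the solvent-only control mean plus 3 SD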;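 note: cells exposed to compound for four days before flow analysis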
UTI89 phage lysis = inhibition of K1F phage lysis, E. coli UTI89, bacterial capsule biogenesis inhibitors, alamar blue (AID 488966). E. coli UTI89 K1F phage lysis, alamar blue, 2 h; higher % means a stronger effect. inhibition, % at 100 µM; hits with a dose series show IC50 in µM. 340,000 tested, 0.02% active;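 active = phage lysis inhibition, versus mean bacterial control, above a set limit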;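 note: capsule biogenesis inhibitors block K1F phage lysis so surviving cells raise fluorescence; higher fluorescence means more inhibition of phage lysis; actives were called in the ten point dose series up to 300 µM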
Myeloid diff MLP GFP+ MAC1+ % = further read-out of Myeloid diff MLP, marked with its call; GFP+ MAC1+ double positive, %; measured here: differentiation confirmed by MAC1 staining
* = called active by the depositor; i = inactive; + = active, no number; [ ] = dose if it differs, or a comment. Not all compounds are listed. The share of hits here may be higher or lower than overall.

compound,Myeloid diff MLP,Myeloid diff MLP GFP+ MAC1+ %,UTI89 phage lysis
Cc1cccc(NC(=O)CSc2nc3ccccc3c(=O)n2CC2CCCO2)c1 (stereo unspecified),i,0.6,0.5%[50 µM]
Cc1ccc(C(=O)NCC(=O)Nc2ccc(Cl)cc2)s1,i,3.1,1.2%
CCc1ccc(CCC(=O)N2CCN(S(=O)(=O)c3sc(C(=O)O)c(C)c3C(=O)O)CC2)cc1,i,0.2,0.1%[50 µM]
COc1cccc(CNS(=O)(=O)c2ccccc2Br)c1OC,i,3.7,1.4%
CCCCNCCS(=O)(=O)NCc1ccccc1,i,0.8,0.3%
O=C(NCC1CCN(Cc2cccc(Cl)c2)CC1)Nc1ccc(Cl)cc1,i,0.3,0.7%
COc1ccc(CCN2CC(C(=O)Nc3nccs3)CC2=O)cc1OC (stereo unspecified),i,0.5,2.3%
O=C(CN1CC(=O)Oc2ccccc21)OCC(=O)c1ccc(Br)cc1,i,0.3,1.2%
CC(=O)N[C@H]1C(O)O[C@H](CO)[C@@H](O)[C@@H]1O (stereo partly specified),i,0.6,0.7%
CN(CC(=O)Nc1ccc(Cl)cc1)C(=O)c1cc(-c2cccs2)nn1-c1ccccc1,i,0.4,0.1%[50 µM]
N#CC(=Cc1ccc(O)cc1)C(N)=C(C#N)C#N,i,1.8,0.6%
O=C(CCNC(=O)c1ccc(Br)cc1)NNC(=O)c1ccccc1O,i,0.5,1.7%[50 µM]
CCCCn1c(N)c(N(CCOC)C(=O)c2cccc(S(=O)(=O)N(C)c3ccccc3)c2)c(=O)[nH]c1=O,+,1.3*,1.4%[50 µM]
CCC(CO)Oc1cc(NCc2ccc(C(=O)O)cc2)c2ncn(C(C)C)c2c1 (stereo unspecified),i,2.7,0.3%
CC(C)(O)C#Cc1ccc(CNC[C@H]2O[C@@H](n3cnc4c(N)ncnc43)[C@H](O)[C@@H]2O)s1,i,0.3,0.1%
N#Cc1ccc(S(=O)(=O)N2CCN(C(=O)C3CC(=O)N(c4ccc5c(c4)OCCO5)C3)CC2)cc1 (stereo unspecified),i,0.5,0.8%[50 µM]
COc1ccccc1CNC(=O)COC(=O)c1ncc(Cl)c(Cl)c1Cl,i,0.9,1.0%[50 µM]
Cc1cc(NC(=O)CSC2=NS(=O)(=O)c3ccccc3N2)no1,i,1.0,-1.3%
CC1CCN(C(=O)COC(=O)c2ccc3c(c2)OCCO3)CC1,i,0.6,-2.8%
Cc1ccc(OCCCCCN2CCOCC2)c(Cl)c1,i,0.5,0.8%
CC[C@H](C)Cc1cn([C@@H](CCCCNC(=O)OC(C)(C)C)C(=O)NCCCCCCCCCCC(=O)N2CCN(C(=O)OC(C)(C)C)CC2)nn1,i,1.9,-0.8%
COc1ccccc1CNC(=O)Cc1csc(NC(=O)Nc2ccccc2OC)n1,i,0.9,0.0%[50 µM]
Nc1nnc(SCC(=O)NC2CCCCCC2)s1,i,0.4,0.4%[50 µM]
N#Cc1ccccc1NC(=O)COC(=O)c1cccs1,i,1.4,1.1%
COc1ccc(S(=O)(=O)N(C)C[C@H]2Oc3ccc(NC(=O)Nc4ccc5c(c4)OCO5)cc3C(=O)N([C@H](C)CO)C[C@@H]2C)cc1,i,0.5,0.5%
COc1ccccc1NS(=O)(=O)c1cccc(C(=O)NNC(=O)c2ccc(NC(C)=O)cc2)c1,i,0.4,0.4%[50 µM]
CN1CCC(N(C)C(=O)c2cccc(S(=O)(=O)N3CCc4ccccc43)c2)CC1,i,1.2,-4.2%
CC1CCCCC1NCC(=O)Nc1ccccc1C(=O)Nc1ccccc1 (stereo unspecified),i,3.9,1.5%
CCN(CC(=O)Nc1ccccc1OC)C(=O)CN1C(=O)NC(C)(c2ccccc2)C1=O (stereo unspecified),i,0.8,0.4%[50 µM]
COc1ccccc1NC(=O)c1cnc(SCC(=O)NCCc2ccccc2)n(C)c1=O,i,1.0,0.8%[50 µM]
Cc1cccnc1NC(=O)c1ccc(C(=O)c2ccccc2)cc1,i,0.4,0.7%[50 µM]
COc1ccc(S(=O)(=O)N2CCC(C(=O)Nc3ccc(OC)c(OC)c3)CC2)cc1C,i,0.1,0.2%
CC(C)(C)C(=O)NCc1ccc(C(=O)CN2C(=O)NC3(CCCC3)C2=O)s1,i,0.3,0.8%[50 µM]
CN(C(=O)COC(=O)c1cccc(S(=O)(=O)N(C)c2ccccc2)c1)C1CCCCC1,i,0.5,-0.2%[50 µM]
Cc1ccc(C(=O)N2CCN(S(=O)(=O)c3sc(C(=O)O)c(C)c3C(=O)O)CC2)s1,i,1.0,0.3%[50 µM]
COc1cc(NC(=O)c2ccc(OCc3c(C)noc3C)c(OC)c2)cc(OC)c1,i,0.7,-0.2%[50 µM]
Cc1ccc(C(=O)C(C)OC(=O)C2CCN(c3ccc(C(F)(F)F)cn3)CC2)cc1 (stereo unspecified),i,0.6,1.1%[50 µM]
CCOC(=O)CN1C(=O)N[C@@H](c2cccc(F)c2)C(C(C)=O)=C1C,i,0.9,-1.0%
COCCCn1c(SCC(=O)NC2CCS(=O)(=O)C2)nnc1-c1ccc(Cl)cc1 (stereo unspecified),i,0.6,0.3%[50 µM]
CC(=O)COc1ccc2c(c1C)O/C(=C\c1ccco1)C2=O,+,3.0*,0.2%
CC(C)(O)CN(C(=O)C(c1ccccc1)c1ccccc1)C1CCCCC1,i,1.7,0.2%
N#Cc1ccc(OCC(=O)Nc2nc(-c3ccncc3)cs2)cc1,i,0.5,0.5%[50 µM]
Cc1ccccc1S(=O)(=O)N1C[C@H]2CON(C)[C@H]2C[C@H]1c1cccc(-c2ccc(C#N)cc2)c1,i,1.1,0.2%
Cc1ccc(NC(=O)c2ncn(CC(=O)NCc3ccc4[nH]ccc4c3)n2)cc1C,i,0.5,0.4%
CCCc1cc(=O)oc2c(C)c(OCC(=O)N3C[C@H]4C[C@@H](C3)c3cccc(=O)n3C4)ccc12,i,1.8,4.3%
COc1ccccc1NS(=O)(=O)c1ccc(C)c(C(=O)Nc2cc(C)on2)c1,i,0.5,0.9%
CC(C)(C)CC(=O)N1CCN(c2ccc(S(=O)(=O)N3CCOCC3)cc2[N+](=O)[O-])CC1,i,0.6,0.1%[50 µM]
CC(CCCCCCCCC(=O)O)N(CCO)C(=O)OC(C)(C)C (stereo unspecified),i,2.2,-1.4%
Oc1ccc(Cl)cc1Nc1nc(NCC2CCCO2)c2ccccc2n1 (stereo unspecified),i,1.7,-1.5%
CC(C)CNC(=O)C1Nc2ccccc2C2C=CCC12 (stereo unspecified),i,0.6,0.7%
O=C(OCCOc1ccccc1Cl)c1cc(S(=O)(=O)N2CCCCC2)ccc1N1CCOCC1,i,2.2,0.2%[50 µM]
COc1cc(C(=O)N2CCN(C3CCC(C)CC3)CC2)cc(OC)c1OC (stereo unspecified),i,0.8,0.3%
COc1cccc(NC(=O)/C=C/c2ccc(S(=O)(=O)N3CCOCC3)cc2)c1,i,0.2,-0.1%[50 µM]
CC(=O)OC1(C(C)=O)CCC2C3CC(Cl)C4=CC(=O)CCC4(C)C3CCC21C (stereo unspecified),i,2.3,-0.7%
CC(=O)N1CCc2cc(S(=O)(=O)Nc3ccc(C)cc3)ccc21,i,0.6,0.0%
CC1CCCN(C(=O)Cn2nnc(-c3ccc(N(C)C)cc3)n2)C1 (stereo unspecified),i,0.3,-1.6%
O=C(NC(=S)NCc1ccco1)c1ccc([N+](=O)[O-])cc1,i,0.7,-3.1%
CC(C)(C)c1ccc(C(=O)CCC(=O)NCc2ccccc2)cc1,i,0.4,-0.2%[50 µM]
CCCCN(C1CCS(=O)(=O)C1)S(=O)(=O)c1ccc(C(C)C)cc1 (stereo unspecified),i,0.8,-0.4%[50 µM]
N#Cc1ccccc1OCC(=O)NC(=O)NC1CCS(=O)(=O)C1 (stereo unspecified),i,1.0,0.2%[50 µM]

Next part.
compound,Myeloid diff MLP,Myeloid diff MLP GFP+ MAC1+ %,UTI89 phage lysis
C=CCn1c(SCC(=O)Nc2ccc(O)cc2)nc2sc(C)c(C)c2c1=O,i,0.9,0.1%
O=C(COC(=O)c1cccc(Cl)c1)NC1CCS(=O)(=O)C1 (stereo unspecified),i,1.1,0.7%
COc1cc(OC)cc(-c2c(-c3cccs3)c3cc(-c4cc(OC)c(OC)c(OC)c4)ccc3n2C)c1,i,1.8,0.6%
C[C@@H](CSc1ccccc1)CN1CC[C@H](NC(=O)OCc2ccccc2)CCC1=O,i,1.3,-0.7%
CN(C)P(=O)(Nc1cccc2ccccc12)Nc1cccc2ccccc12,i,1.6,0.8%[50 µM]
CC(=O)c1c[nH]c(C(=O)NCc2ccccc2Cl)c1,i,0.6,0.4%
CCCc1cc(NC(=O)COC(=O)c2nccnc2N)n(-c2ccccc2)n1,i,1.2,0.1%
Cc1ccc(NC(=O)CCNC(=O)c2ccc([N+](=O)[O-])cc2)cc1C,+,31*,3.5%[50 µM]
COc1cc(OC)cc(C(=O)N[C@H](C(=O)Nc2ccc(F)cc2F)C(C)C)c1,i,0.4,-0.1%
O=C1NC(=S)NC1=Cc1ccccc1O,i,1.2,3.8%
Cc1cc(NC(=O)CSc2nc3cc(Cl)ccc3c(=O)n2C(C)C)no1,i,0.5,0.8%[50 µM]
Cc1ccc(C(=O)Nc2cccc(-c3ccc(N4CCOCC4)nn3)c2)cc1C,i,0.3,-0.4%[50 µM]
COc1cc(NC(C)=O)ccc1NC(=O)c1cc2ccccc2o1,i,0.5,0.4%
CCN1CCN(CC(=O)Nc2cc(S(=O)(=O)N3CCCCC3)ccc2Cl)CC1,i,1.3,-3.5%
CCN1C(=NCC(C)C)N[C@@H](CCc2ccccc2)[C@H](C(=O)NCC(C)C)[C@H]1C,i,2.2,1.8%

Molecules from the list above that contain an NH in an aromatic ring:
compound,Myeloid diff MLP,Myeloid diff MLP GFP+ MAC1+ %,UTI89 phage lysis
CCCCn1c(N)c(N(CCOC)C(=O)c2cccc(S(=O)(=O)N(C)c3ccccc3)c2)c(=O)[nH]c1=O,+,1.3*,1.4%[50 µM]
Cc1ccc(NC(=O)c2ncn(CC(=O)NCc3ccc4[nH]ccc4c3)n2)cc1C,i,0.5,0.4%
CC(=O)c1c[nH]c(C(=O)NCc2ccccc2Cl)c1,i,0.6,0.4%

An excerpt from above in order of heavy-atom count, lowest first:
compound,Myeloid diff MLP,Myeloid diff MLP GFP+ MAC1+ %,UTI89 phage lysis
CC(C)CNC(=O)C1Nc2ccccc2C2C=CCC12 (stereo unspecified),i,0.6,0.7%
CN(C)P(=O)(Nc1cccc2ccccc12)Nc1cccc2ccccc12,i,1.6,0.8%[50 µM]
CC(C)(C)CC(=O)N1CCN(c2ccc(S(=O)(=O)N3CCOCC3)cc2[N+](=O)[O-])CC1,i,0.6,0.1%[50 µM]
N#Cc1ccc(S(=O)(=O)N2CCN(C(=O)C3CC(=O)N(c4ccc5c(c4)OCCO5)C3)CC2)cc1 (stereo unspecified),i,0.5,0.8%[50 µM]

Later entries.
compound,Myeloid diff MLP,Myeloid diff MLP GFP+ MAC1+ %,UTI89 phage lysis
CCCS(=O)(=O)c1cnc(C2COc3ccccc3O2)nc1N (stereo unspecified),i,0.3,0.2%
CC(=O)c1sc(NCc2ccc(C)cc2)nc1C,i,0.4,0.5%
O=C(c1ccco1)N1CCN(C(=O)c2ccccc2OCc2ccccc2)CC1,i,0.9,3.3%
Cc1ccc2nc(Cl)cc(=O)n2c1,i,2.0,-0.4%
O=C1c2ccccc2S(=O)(=O)c2cc(N3CCOCC3)ccc21,i,1.0,-0.4%
O=C1OC(c2ccc(O)cc2)(c2ccccc2O)c2ccccc21 (stereo unspecified),i,1.4,-1.1%
Cc1ccc(S(=O)(=O)CCC(=O)OC(C)C(=O)Nc2ccc(N3CCOCC3)cc2)cc1 (stereo unspecified),i,0.2,0.4%[50 µM]
COc1cc(Cl)c(C)cc1NC(=O)COC(=O)C1CC1C (stereo unspecified),i,0.1,0.6%[50 µM]
O=C(Oc1ccc(Cl)c(Cl)c1)C1=CC=CN2CCS(=O)(=O)N=C12,i,0.9,1.1%[50 µM]
C=CC[C@H](CC(=O)NCCO)C(=O)N[C@H](COC(=O)[C@@H](CC=C)Cc1ccc(F)cc1)C(C)(C)C,i,0.2,1.6%
COc1ccc(-c2sc3ccc(OC)cc3c2-c2ccc(OC)c(F)c2)cc1,i,0.3,0.2%
C[C@@H](C(=O)OCC(=O)c1ccccc1)N1C(=O)C2CCCCC2C1=O (stereo partly specified),i,0.9,0.6%[50 µM]
COc1ccc(S(=O)(=O)N2CCc3ccccc32)cc1C(=O)N1CCC(C)CC1,i,1.0,-2.2%
OC1(c2nc3ccccc3[nH]2)CCCCC1,i,1.6,0.3%
Cc1ccsc1CNCc1cc(Cl)ccc1O,i,2.5,-1.5%
O=c1[nH]c(=O)c2[nH]c(=O)n(-c3ccccc3)c2[nH]1,i,0.8,-1.5%
Cc1ccc(N2CC(C(=O)OCC(=O)Nc3cccc(Cl)c3C)CC2=O)cc1 (stereo unspecified),i,0.6,0.8%[50 µM]
CC[C@@]1(C(=O)OC)N[C@H](CN(C)S(=O)(=O)c2ccc(C(F)(F)F)cc2)[C@@H]2C(=O)N(C)C(=O)[C@@H]21,i,3.1,0.1%

Screening data (PubChem)
